HSF1 inhib = HSF1 inhibition; NIH3T3-HGL HSE-luciferase, MG132-induced, luminescence 8 h; active compounds read low; activity change, negative = inhibition, % at 7.5 µM (by protocol); 0.77% of 300,000 active; AID 2098;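 active means more than half of replicate wells show activity change below -50%, luminescence cut by over half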;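 further: luciferase reports HSF-1 transcriptional activity via heat shock element; 0% = median of DMSO wells and -100% = zero luminescence signal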
DYRK1A inh = Dyrk1A (rat) kinase inhibition; Q63470; ADP-Glo luminescence, NFATc1 peptide; inhibition, % at 12.5 µM; 0.43% of 310,000 active; AID 504441; in the data active means inhibition above about 50%;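 further: plate controls were vehicle with enzyme for no effect and no enzyme for full effect; many of its hits are not listed in these tables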
Platelet DG rel = platelet dense granule release activity; human platelet-rich plasma, SFLLRN dense granule ATP release, luminescence; AID 1663; inhibition, %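 (compounds screened at 7.5 µM in platelet-rich plasma)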; 0.22% of 300,000 active;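 active means mean replicate score, as percent of positive control, at or above 50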
HSP90 inh = inhibitors of HSP90 luciferase refolding in rabbit reticulocyte lysate; AID 1789; inhibition, % at 5.6 µM; 0.91% of 290,000 active; luciferase refolding luminescence, 3 h;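 active means inhibition above the screen-wide mean plus 3 SD, computed separately per campaign, cut at about 16% in these data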;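 further: 0% = DMSO wells and 100% = 60 µM geldanamycin wells; inhibitors lower the luminescence because luciferase stays unfolded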
aSyn UTR inh = 5' untranslated region of α-synuclein, MLPCN primary screen | alpha-synuclein 5'UTR reporter, inhibitor activity | inhibition, % (tested at 7.5 µM) | 0.82% of 300,000 active; in the data active means inhibition above about 60%;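 further: H4 neuroglioblastoma cells stably carrying SNCA 5'UTR luciferase fusion; 0% = DMSO wells and 100% = positive control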
GSK3beta inhib = blocks human GSK3beta kinase activity. P49841. GST-GSK3beta kinase, ADP-Glo luminescence, 60 min; active compounds read low. activity score (negative = inhibition), % at 10 µM. 0.038% of 300,000 active;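 active means more than half of replicate wells score below -50%, meaning over 50% inhibition versus plate controls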;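 further: 0% = median DMSO wells and -100% = median GW8510 positive control wells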
Target sequence (P49841 whole entry, looked up): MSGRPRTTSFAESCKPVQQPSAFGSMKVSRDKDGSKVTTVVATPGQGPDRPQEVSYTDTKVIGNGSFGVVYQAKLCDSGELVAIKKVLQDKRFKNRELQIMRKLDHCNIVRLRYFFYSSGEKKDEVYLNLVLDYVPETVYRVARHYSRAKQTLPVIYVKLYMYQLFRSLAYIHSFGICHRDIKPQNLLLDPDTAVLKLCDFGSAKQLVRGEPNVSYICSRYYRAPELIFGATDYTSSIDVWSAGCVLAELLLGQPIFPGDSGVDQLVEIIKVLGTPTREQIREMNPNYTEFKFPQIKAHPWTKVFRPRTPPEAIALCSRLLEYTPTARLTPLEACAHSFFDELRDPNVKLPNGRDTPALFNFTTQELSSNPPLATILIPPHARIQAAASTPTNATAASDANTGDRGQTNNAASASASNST
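Assay system: GST-fused GSK3beta enzyme, cell-free / Medium: Tris pH 7.5 buffer with MgCl2, DTT, BSA, heparin / Also added: peptide substrate plus 25 µM ATP (final) / Compound: 10 µM single point / Timing: kinase reaction with compound 60 min at room temperature / Detection: ADP-Glo luminescence / Benchmarks: DMSO neutral wells and GW8510 at 20 µM as positive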
HSF1 activator = increases HSF-1 driven luciferase reporter signal | NIH3T3-HGL HSF-1 luciferase reporter, MG132, 8 h; 100% = twice DMSO control signal | 1.7% of 300,000 active | AID 504408 | activation, % at 9 µM;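 active means mean replicate activation of at least 50% with a set share of replicates each reaching 50%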;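 further: 0% = median of the neutral control wells and 100% = twice that signal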
IEC-6 tox = kills IEC-6 intestinal cells in KLF5 counter-screen; 0.78% of 290,000 active; AID 1825; inhibition, % at 5 µM; IEC-6 cytotoxicity, luminescence viability; in the data active means inhibition above about 22%;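 further: 0% = plate median of test compound wells and 100% = cytotoxic reference compound wells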
KLF5 inhibitor = suppresses KLF5 promoter-driven expression | DLD-1 KLF5 promoter-luciferase reporter, luminescence | inhibition, % at 5 µM | 0.23% of 290,000 active;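 active means inhibition above a per-plate limit of that plate's mean compound inhibition plus 3 SD, cut at about 60% in these data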;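 further: 0% = DMSO wells and 100% = LY294002 at 200 µM; higher means less KLF5 promoter-driven luciferase light; inactives centre near -14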
GSK3A inh = blocks human GSK-3 alpha kinase. AID 2650. 0.1% of 320,000 active. inhibition, % at 10 µM. ADP-Glo luminescence, 60 min. P49840;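 in the data active means inhibition above about 50%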;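 further: GST-tagged GSK-3 alpha with peptide substrate and 25 µM ATP; 0% = DMSO neutral wells and 100% = GW8510 positive control wells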
Target sequence (P49840 whole entry, looked up): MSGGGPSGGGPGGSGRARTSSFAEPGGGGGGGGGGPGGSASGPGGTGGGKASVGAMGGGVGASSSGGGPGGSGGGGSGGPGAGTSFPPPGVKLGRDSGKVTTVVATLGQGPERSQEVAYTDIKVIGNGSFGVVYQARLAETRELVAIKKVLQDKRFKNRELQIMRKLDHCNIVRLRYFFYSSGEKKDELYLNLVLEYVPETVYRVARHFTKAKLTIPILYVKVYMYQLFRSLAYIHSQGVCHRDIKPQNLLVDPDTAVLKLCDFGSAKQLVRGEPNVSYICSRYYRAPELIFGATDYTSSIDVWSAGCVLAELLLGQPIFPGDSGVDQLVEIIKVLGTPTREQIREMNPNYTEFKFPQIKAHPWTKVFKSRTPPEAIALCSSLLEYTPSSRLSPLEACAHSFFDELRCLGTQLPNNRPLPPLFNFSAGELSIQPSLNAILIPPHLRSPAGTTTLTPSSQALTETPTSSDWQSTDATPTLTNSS
* marks the source's active call; other numbers are inactive results; · = no result given. Some of the compounds tested (hit frequency here may not be typical).

SMILES | HSF1 inhib | DYRK1A inh | Platelet DG rel | HSP90 inh | aSyn UTR inh | GSK3beta inhib | HSF1 activator | IEC-6 tox | KLF5 inhibitor | GSK3A inh
CCOc1ccc(NC(=O)C2CCC(CNc3c(N4CCCCC4)c(=O)c3=O)CC2)cc1 (stereo unspecified) | 7 | 0 | 11 | 1 | 28 | 0 | 10 | 5 | -7 | 4
COc1ccc(NC(=O)CN2C(=O)C(C)Oc3ccccc32)cc1 (stereo unspecified) | -5 | 5 | 6 | 4 | 0 | 4 | -2 | 7 | -41 | -1
O=[N+]([O-])c1cccc(C(=Nc2ccccc2Cl)NO)c1 | 7 | 6 | -1 | 1 | -7 | -2 | -3 | 11 | 18 | 3
COc1ccc(N(C(=O)C(C)C)S(=O)(=O)c2cccc3cccnc23)cc1 | 0 | -1 | 7 | -1 | 2 | 0 | 4 | -2 | -33 | -1
CNC(=S)N/N=C/c1cc(C)n(-c2ccc(Cl)c(Cl)c2)c1C | 7 | -1 | -4 | 1 | 1 | 0 | 19 | 2 | 2 | -1
Oc1ccc(Oc2ncc(Cl)cc2Cl)cc1 | 1 | 6 | 7 | 2 | 28 | -1 | 5 | 4 | 3 | -2
CC(C(=O)NC1CCS(=O)(=O)C1)N1C(=O)/C(=C/c2ccc(Cl)cc2)SC1=S (stereo unspecified) | 0 | 30 | 5 | -2 | -5 | 1 | 3 | -3 | -31 | 1
O=C(Cn1cc([N+](=O)[O-])cn1)N1CCc2ccccc2C1 | 2 | 0 | 5 | -3 | 15 | 2 | 5 | 2 | 6 | -2
CCOC(=O)c1cc(CC)sc1NC(=O)c1ccc(N2CCOCC2)c([N+](=O)[O-])c1 | -3 | -3 | 0 | -1 | 15 | 3 | -5 | 1 | 12 | -1
CC(C)Oc1ccc(CCC(=O)NNC(=O)CCC(=O)O)cc1 | -1 | 10 | -7 | -1 | -14 | 3 | 14 | -1 | -18 | -2
Cc1ccsc1CN1CCC(C(=O)NCc2ccccc2Cl)CC1 | 8 | 0 | 16 | -5 | 11 | 0 | -5 | -6 | -20 | -1
COc1ccccc1OCCn1cc(C(=O)C(C)C)c2ccccc21 | -2 | -3 | 5 | -1 | -21 | 1 | -3 | -3 | -13 | 0
COc1ccc(CCNC(=O)CN(c2ccccc2OC)S(C)(=O)=O)cc1OC | -4 | -2 | -8 | 2 | -1 | 2 | -2 | 0 | -5 | 0
CCOc1ccc(OCC)c(S(=O)(=O)n2cnc(C)c2)c1 | 0 | 14 | 2 | 3 | -2 | 0 | 6 | 2 | -20 | -3
O=C(NCc1ccco1)/C(=C/c1ccco1)NC(=O)c1ccccc1 | 5 | -6 | 5 | 11 | -3 | 2 | -16 | 2 | -10 | -1
COc1ccc(/C=N/NC(=O)c2ccncc2)cc1CSc1nc2ccccc2s1 | 12 | -1 | 6 | 3 | -38 | 4 | 26 | 0 | -10 | 2
CCOc1ccc(Oc2ccc(Cl)cc2NC(=O)C2=COCCO2)cc1 | -1 | 1 | 10 | · | 9 | 1 | 1 | · | · | -4
Cc1cc(-c2nn(-c3ccccc3F)cc2CN2CCCC(O)C2)c(C)s1 (stereo unspecified) | 1 | 5 | -2 | -1 | -5 | 2 | -2 | -2 | -9 | -1
O=C(CN1C(=O)C2C3CC(C(Br)C3Br)C2C1=O)N1CCN(Cc2ccccc2)CC1 (stereo unspecified) | 1 | 9 | 0 | 0 | 5 | 5 | 7 | 1 | -21 | 6
COc1ccc(C2C(C(N)=O)=C(C)Nc3nc(-c4ccccc4)nn32)cc1OC (stereo unspecified) | 3 | -8 | 1 | -1 | -1 | 1 | 3 | -8 | -26 | ·
CCN(Cc1ccccc1)C(=O)Cn1c(=O)n(CCC(=O)N2CCCCC2)c(=O)c2sccc21 | 3 | -2 | -1 | -5 | -20 | 0 | 11 | 2 | -13 | -4
Cc1c(C(=O)N2CCN(c3ccccn3)CC2)oc2ccccc12 | 2 | -17 | -1 | 5 | 9 | 1 | -3 | 1 | -25 | -2
COc1cc(NC(=O)c2cc3nc(C4CC4)cc(C(F)(F)F)n3n2)c(OC)cc1Cl | -2 | 42 | 8 | -1 | -70 | -4 | 3 | 0 | -8 | ·
CN1CCN(S(=O)(=O)c2ccc(NC(=O)Cc3cccs3)cc2)CC1 | -2 | 1 | 39 | 2 | -20 | 2 | 4 | 3 | -13 | -2
Cc1cccc(Cn2c(N3CCN(C)CC3)nc3c2c(=O)n(C)c(=O)n3C)c1 | -4 | -3 | 6 | -1 | 1 | 1 | -9 | 0 | -8 | 2
CCOC(=O)[C@@H]1[C@H]2COc3ccccc3[C@@H]2N2C(=O)N(c3ccc(C(F)(F)F)cc3)C(=O)[C@]12C | 1 | 12 | -1 | · | 7 | 2 | -10 | · | · | -1
CCCn1c(NC(=O)C2COc3ccccc3O2)nc2ccccc21 (stereo unspecified) | 1 | -50 | 1 | 3 | 40 | 0 | -10 | 2 | 0 | 1
CC(C)COP(=O)(c1ccc(N(C)C)cc1)C(O)c1ccccc1F (stereo unspecified) | 1 | -1 | 2 | -2 | -7 | -21 | 5 | 5 | -3 | 0
CCOc1ccc(N(CC(=O)NC2CC3CCC2C3)S(=O)(=O)c2ccc(C)cc2)cc1 (stereo unspecified) | 1 | 0 | 19 | 3 | 39 | 0 | 10 | 2 | -3 | -2
NC(=O)CSc1nccn1Cc1ccccc1 | -10 | -3 | -1 | 4 | -16 | 1 | 6 | 0 | 9 | 1
CC(=O)Nc1ccc(S(=O)(=O)NCC2CCCO2)cc1 (stereo unspecified) | 0 | 1 | -1 | · | -23 | -7 | -14 | · | · | -4
CC(C(=O)NCCN1CCOCC1)(c1ccccc1)c1ccccc1 | 4 | 1 | -13 | -2 | -6 | 4 | 33 | -5 | 12 | 1
Cc1ccccc1N=C/C=C1/C=C(c2ccccc2)OC(C)(C)O1 | 3 | -13 | -5 | 1 | -34 | 0 | 2 | 0 | -9 | 0
COc1cccc(NC(=O)c2sc(Cl)nc2C)c1 | 7 | -5 | 16 | -4 | -60 | 0 | 8 | 1 | -28 | 4
O=C1Nc2ccc(Br)cc2C1=C1CCCCC1 | -6 | 6 | 8 | 0 | 11 | -1 | 32 | 8 | -28 | -2
O=C(NCCN1CCOCC1)c1cccc(NS(=O)(=O)c2ccc(Br)cc2)c1 | 0 | -12 | 24 | · | -5 | 1 | 3 | · | · | ·

Brought forward from above: two compounds; new compounds follow.
SMILES | HSF1 inhib | DYRK1A inh | Platelet DG rel | HSP90 inh | aSyn UTR inh | GSK3beta inhib | HSF1 activator | IEC-6 tox | KLF5 inhibitor | GSK3A inh
O=C1Nc2ccc(Br)cc2C1=C1CCCCC1 | -6 | 6 | 8 | 0 | 11 | -1 | 32 | 8 | -28 | -2
O=C(NCCN1CCOCC1)c1cccc(NS(=O)(=O)c2ccc(Br)cc2)c1 | 0 | -12 | 24 | · | -5 | 1 | 3 | · | · | ·
COc1ccc2nc(-c3ccc(Cl)cc3)cc(C(=O)O)c2c1 | 8 | 6 | -1 | 3 | -72 | 1 | 23 | 0 | -16 | -3
CS(=O)(=O)Nc1ccc(-c2n[nH]c(=S)n2-c2ccccc2)cc1 | 1 | -1 | 1 | 1 | 9 | 1 | 3 | 2 | -15 | 3
O=C1C2(c3ccccc3)CN(CCCO)CC1(c1ccccc1)CN(CCCO)C2 | -1 | · | 7 | -3 | 7 | -1 | -9 | -7 | -46 | 0
N#CC(c1ccc(O)cc1)N1CCCCC1 (stereo unspecified) | 0 | 3 | 14 | 1 | -7 | -2 | -3 | 4 | -4 | 1
Cc1cc(C)c2[nH]c(=O)c(CN(Cc3ccccc3)C(=S)NCCCN(C)C)cc2c1 | 9 | 1 | 0 | -1 | 35 | -1 | 22 | 0 | -13 | 0
COc1ccc(CCNC(=O)CN2C(=O)NC(C)(c3ccc([N+](=O)[O-])cc3)C2=O)cc1 (stereo unspecified) | 15 | -2 | 3 | 1 | 10 | -4 | 43 | -4 | -24 | 0
CC(C)C[C@@H]1NC(=O)[C@H](Cc2ccc(O)cc2)NC(=O)[C@H](CCC(N)=O)NC(=O)c2cc([N+](=O)[O-])cc(I)c2NCC[C@@H](C(N)=O)NC1=O | -1 | · | -2 | 1 | 14 | 3 | -4 | -5 | -14 | -3
COCC(C)NC(=O)c1ccc2nc(-c3ccccc3)c(-c3ccccc3)nc2c1 (stereo unspecified) | -81* | -1 | 0 | -2 | 12 | 1 | -86 | -4 | -23 | 0
Cc1nccn1CC(O)COc1ccc(Cl)cc1Cl (stereo unspecified) | 0 | -1 | 14 | -2 | 12 | · | -6 | -7 | -15 | -1
Clc1ccc2c(N/N=C/c3ccccc3Br)ccnc2c1 | 27 | 1 | -11 | 3 | 29 | 2 | 66* | 1 | -6 | -1
COc1ccccc1-c1cc(C(=O)NC2CCCC2)no1 | 4 | 4 | -1 | -4 | -98 | -2 | 21 | 2 | -52 | -1
C=CC(=O)NN(C)c1ncc(C(F)(F)F)cc1Cl | 2 | 1 | 1 | -1 | -55 | -1 | -1 | -7 | -33 | -2
O=C(NCc1nnnn1-c1ccc(Cl)cc1)c1ccc(Br)o1 | -1 | 4 | -34 | · | -4 | -1 | 10 | · | · | 0

Single entries from the results shown.
Under HSF1 inhib, CC(C)C[C@@H]1NC(=O)[C@H](Cc2ccc(O)cc2)NC(=O)[C@H](CCC(N)=O)NC(=O)c2cc([N+](=O)[O-])cc(I)c2NCC[C@@H](C(N)=O)NC1=O shows -1
Under IEC-6 tox, Cc1nccn1CC(O)COc1ccc(Cl)cc1Cl (stereo unspecified) shows -7
Under GSK3beta inhib, COc1ccc2nc(-c3ccc(Cl)cc3)cc(C(=O)O)c2c1 shows 1
Under DYRK1A inh, O=C(NCc1nnnn1-c1ccc(Cl)cc1)c1ccc(Br)o1 shows 4
Under GSK3beta inhib, COCC(C)NC(=O)c1ccc2nc(-c3ccccc3)c(-c3ccccc3)nc2c1 (stereo unspecified) shows 1
Under aSyn UTR inh, COc1ccc(CCNC(=O)CN2C(=O)NC(C)(c3ccc([N+](=O)[O-])cc3)C2=O)cc1 (stereo unspecified) shows 10

From PubChem BioAssay
